Screening data as filed in PubChem BioAssay.
MITF TRPM1 inh = inhibitors of MITF-dependent TRPM1 promoter reporter, primary screen, cell-based, SK-MEL-5, single point, luciferase | SK-MEL-5 TRPM1 promoter luciferase, 24 h | inhibition, % at 12.5 µM | actives 0.83% (n = 330,000);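 active means mean inhibition across replicates of 60% or more, whatever share of single replicates reaches that level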; further: values of inactives mirror those of a sister screen read the other way
HIF-2a inh = HIF-2a reporter inhibitors, primary screen, luminescence, 786-0 RCC cells | 786-0 RCC cells HIF-2a reporter, luciferase luminescence, overnight | inhibition, % at 18.8 µM | actives 0.72% (n = 360,000);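 active means inhibition of the luminescence signal of 40% or more relative to plate controls, in a single-dose primary screen at 18.75 µM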
NR2E3 ag-1 = NR2E3 agonists in two-hybrid cells, primary screen, cell-based, luminescence, CHO-S, Gal4-NCOR/VP16-NR2E3. inhibition of corepressor binding, % at 3.98 µM. actives 0.35% (n = 360,000). luciferase. AID 602229, 2012;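 active means inhibition above the mean of all tested compounds plus 3 SD, cut at about 70% in these data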;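 further: 0% = DMSO with NR2E3 transfected cells and 100% = cells lacking NR2E3 construct; higher means lower luciferase signal from less NR2E3 corepressor binding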
Target sequence (Q9Y5X4 whole entry, looked up, the tested form may be a part): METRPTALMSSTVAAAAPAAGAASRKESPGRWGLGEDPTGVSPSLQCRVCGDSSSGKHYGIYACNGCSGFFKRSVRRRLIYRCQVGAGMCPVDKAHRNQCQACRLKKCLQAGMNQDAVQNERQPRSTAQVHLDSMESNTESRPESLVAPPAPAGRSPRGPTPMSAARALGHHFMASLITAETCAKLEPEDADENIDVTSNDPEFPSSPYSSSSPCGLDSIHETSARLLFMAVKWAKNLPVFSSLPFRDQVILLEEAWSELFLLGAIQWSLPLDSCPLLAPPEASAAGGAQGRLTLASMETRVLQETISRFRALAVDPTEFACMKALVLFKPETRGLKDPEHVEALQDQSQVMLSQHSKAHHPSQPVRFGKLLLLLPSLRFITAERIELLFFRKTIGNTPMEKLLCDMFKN
TWEAK Fn14 block = inhibitors of TWEAK-Fn14 signaling, primary screen, luciferase reporter cells, uHTS; inhibition, % at 10 µM; AID 1159606, 2016; actives 2% (n = 360,000); TWEAK-stimulated Fn14 reporter cells, luciferase luminescence, 8 h; in the data active means inhibition above about 50%
Shn3 3UTR inh = reduction of Shn3 3'UTR firefly luciferase signal, primary screen, Schnurri-3 inhibitor project, cell-based, Clone20 osteoblasts, set 2 | AID 588674, 2011 | Clone20 osteoblast Shn3 3'UTR firefly luciferase, 24 h | inhibition, % at 12.5 µM | actives 0.52% (n = 360,000);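 active means mean inhibition of at least 75% with every replicate also reaching 75%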;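 further: 0% = median of neutral control wells and 100% = pilot-screen positive control compound; some compounds past the cut are filed as inactive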
Peg3 prom inh = Peg3 promoter-driven luciferase inhibitors, primary screen, cell-based, HeLa, luciferase luminescence; HeLa PEG-Prom luciferase reporter, overnight; inhibition, % at 20 µM; actives 1.7% (n = 360,000); AID 588405, 2011;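 active means inhibition of at least 50% at 20 µM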
TROY NFkB inh = inhibitors of TROY-driven NF-kB signaling, primary screen, Q293 LMP1-TROYcd cells, NF-kB luciferase, uHTS | AID 1347056, 2019 | actives 0.98% (n = 360,000) | Q293 LMP1-TROYcd NF-kB luciferase reporter, 4 h | inhibition, % at 10 µM;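 active means compounds whose plate-normalised and pattern-corrected inhibition of the luciferase reporter signal at the single screening dose is 50% or more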
TRAIL sens C8 = viability loss with TRAIL in NB7+C8 cells, primary screen, TRAIL sensitizer project, cell-based, ATPlite luminescence | inhibition (viability loss, TRAIL sensitization), % at 10 µM | actives 1% (n = 360,000);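 active means compounds causing at least 50% loss of cell viability in the single-dose screen, relative to plate controls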
KKLEB cytotox = cytotoxicity in KKLEB CF airway cells, primary screen, cytotoxicity control for CF NF-kB inhibitor project, cell-based, uHTS, fluorescence assay plates | AID 602141, 2011 | actives 0.36% (n = 360,000) | KKLEB CF airway cells viability, ATPlite luminescence, overnight; hits give low values; cells stimulated with P. aeruginosa culture filtrate | activity change (cytotoxicity), % at 5 µM;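 active means corrected activity change at or below -50% at 5 µM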
NR2E3 ag-2 = inhibitors of NR2E3-RetCOR corepressor binding, primary screen, NR2E3 agonist project, biochemical, TR-FRET, GST-NR2E3, biotin-RetCOR; Photoreceptor-specific nuclear receptor (Homo sapiens), Q9Y5X4; 1536-well; inhibition of corepressor binding, % at 4.78 µM; actives 0.12% (n = 320,000); AID 2300, 2010;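 active means percent inhibition above the cutoff of mean plus 3 SD of all tested compounds, set per screening campaign, cut at about 20% in these data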;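 further: 0% = DMSO wells and 100% = biotin wells as full block of FRET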
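System: GST-NR2E3 and biotin-RetCOR proteins; probe or stimulus: 7 nM biotin-RetCOR; doses: compound at 4.8 µM, single dose; schedule: Compound–protein incubation for 5 h at 4 °C; detection: time-resolved FRET; read-out: percent inhibition; controls: biotin wells as high control, 0.6% DMSO wells as low control; format: 1536-well plates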
CF NFkB block = inhibitors of PAF-induced NF-kB signaling, primary screen, cell-based, GFP fluorescence, uHTS. inhibition, % at 5 µM. AID 588850, 2011. actives 0.86% (n = 360,000). KKLEB NF-kB-GFP reporter, GFP fluorescence overnight;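 active means at least 50% inhibition at 5 µM, scaled per plate between neutral and stimulator controls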;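 further: PAF is a Pseudomonas aeruginosa culture filtrate used as stimulus; plate controls were PAF-stimulated DMSO wells for no effect and unstimulated DMSO wells for full effect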
Active calls of the source: *; x = not tested or not shown. Not all compounds are listed, so the mix of outcomes need not match the whole.

SMILES	MITF TRPM1 inh	HIF-2a inh	NR2E3 ag-1	TWEAK Fn14 block	Shn3 3UTR inh	Peg3 prom inh	TROY NFkB inh	TRAIL sens C8	KKLEB cytotox	NR2E3 ag-2	CF NFkB block
O=C(N1CCOCC1)C1(S(=O)(=O)c2ccccc2)CC=CC1	-3	14	-3	10	-6	6	-7	5	12	6	-18
CCOC(=O)N1CCN(C(=O)COC(=O)Cc2ccc(OC)cc2)CC1	-4	-4	-41	6	-11	2	-4	0	8	10	-5
Cc1ccc(NS(=O)(=O)c2ccc(Br)cc2)nc1	-8	13	7	-15	3	16	4	-7	3	1	0
O=C(NC(C1CC1)C1CC1)C1CCC(=O)N(CCCN2CCCC2=O)C1 (stereo not given)	-6	-37	-17	-21	-42	-44	-28	5	0	0	2
CCn1ccc(C(=O)Nc2c(C)nn(Cc3c(F)c(F)c(F)c(F)c3F)c2C)n1	-1	21	-23	15	-18	0	-12	7	8	0	4
Clc1cccc(Cl)c1CSc1cc2c(nn1)-c1ccccc1CC2	-57	-202	-7	-27	-22	-100	-69	4	-4	-1	4
COc1ccc(C(=O)Nc2ccnn2C2CCN(Cc3ccc4nonc4c3)CC2)cc1	1	-8	-6	-6	-12	20	6	18	-25	0	8
O=C(CSc1ncc(C(F)(F)F)cc1Cl)N1CCN(S(=O)(=O)c2ccc3ccccc3c2)CC1	11	-1	0	3	35	24	-9	1	-23	9	9
COc1cc(/C=N/n2c(-c3ccc4c(c3)NC(=O)CO4)csc2=Nc2cccc(C)c2)ccc1O	16	-30	-37	65*	19	28	12	-1	-10	-1	11
Cc1nc(-c2ccc(NC(=O)/C=C\C(=O)O)cc2)cs1	6	-15	-24	20	-16	19	61*	17	16	-1	-1
Cc1cc(C)nc(NC(=O)CN2C(=O)c3ccccc3C2=O)n1	-7	13	2	-2	29	-10	-10	-24	4	-1	-18
O=C(O)CC1(CC(=O)Nc2cc(C(F)(F)F)cc(C(F)(F)F)c2)CCCCC1	2	-7	58	-5	-21	17	27	-3	6	-1	5
Cc1c(Br)c([N+](=O)[O-])nn1CC(=O)NCC1CCCO1 (stereo not given)	-2	16	-14	-1	-5	1	25	0	-4	2	-3
C/C(=N/NC(=O)c1ccc(Br)o1)c1cccc(NC(=O)c2ccc(C)o2)c1	-16	-40	-47	-12	19	-23	-44	16	10	0	-10
COc1cc(NC(=O)c2ccccc2)c(OC)cc1NC(=O)CN1CCCCC1	7	-29	-44	-22	-22	-36	-35	-7	-6	-3	14
COc1ccccc1-c1nc(-c2ccccc2)nc(N2CCN(C)CC2)c1C#N	-11	10	-22	22	14	16	-2	-2	-43	0	10
Cc1ccc2c(cnn2C(=O)CCC(=O)NC2CCCCC2)c1	x	16	-18	17	7	2	-13	-16	36	1	-25
COc1ccc(S(=O)(=O)Nc2ccc3c(c2)OCO3)cc1OC	-9	-46	-7	-4	0	-33	-14	-4	7	-1	0
Cc1ccc(-c2csc3nnc(SCC(=O)Nc4nsc(-c5ccccc5)n4)n23)cc1	-5	-18	-12	3	14	18	17	12	3	-1	-3
O=C(NC(C(=O)NCCN1CCOCC1)C12CC3CC(CC(C3)C1)C2)C1CCCCC1 (stereo not given)	9	3	-17	-3	4	0	15	0	-22	4	-3
CC(=O)N1CCN(C(=S)c2ccc(N(C)C)cc2)CC1	-6	5	-5	-9	-7	18	-8	-2	9	-2	5
CCOc1ccc(N(CC(=O)Nc2c(C)cc(C)cc2C)C2=NC3CS(=O)(=O)CC3S2)cc1 (stereo not given)	x	4	-14	32	-23	9	-1	-2	7	x	-3
Cc1cc(C)c(S(=O)(=O)N2CCCCC2CCNC(=O)C(=O)NCc2ccccn2)c(C)c1 (stereo not given)	10	13	14	-20	0	6	-4	-7	-19	1	-15
CC(=O)Nc1ccc(NC(=O)COC(=O)[C@@H](NC(=O)c2ccc(F)cc2)C(C)C)cc1	-6	2	-17	5	-7	8	-10	-5	5	0	-12
C/C(CC(=O)Nc1cccc2c1CCCC2)=N\NC(=O)Cc1ccccc1	9	7	-43	6	-9	3	3	-9	-2	1	10
O=C(CC1SC(=Nc2ccccc2F)N(CCN2CCOCC2)C1=O)Nc1ccc(F)cc1F (stereo not given)	17	16	-13	9	-36	4	10	73*	-8	4	1
CN(C(=O)CSc1ncnc2ccccc12)C1CCS(=O)(=O)C1 (stereo not given)	14	14	6	13	-8	2	15	-16	-2	1	-14
CC(=O)N1CCN(C(=O)c2cccc(S(=O)(=O)N3CCN(c4ccc(F)cc4)CC3)c2)CC1	5	3	-2	10	16	11	15	-6	-17	-1	11
COC(c1ccccc1)c1nnc(CCC(=O)NCc2ccc3ncccc3c2)o1 (stereo not given)	-9	13	2	10	-9	11	-5	2	17	3	8
O=C(COC(=O)c1cccc([N+](=O)[O-])c1)Nc1ccc(Cl)cn1	1	-5	-19	-18	-21	1	-10	-2	-1	2	10
Cc1ccc(CNC(=O)C2CCN(c3nc(C)cc(C)n3)CC2)cc1	6	-5	-6	36	-1	-55	12	2	-1	1	5
COC(=O)C1CCC(=S)N1C(=O)c1ccccc1 (stereo not given)	23	6	-34	15	4	3	9	-24	10	-1	6
COc1ccc(CCNC(=O)CS(=O)Cc2nc(-c3ccc(C)cc3)oc2C)cc1OC (stereo not given)	4	-1	7	29	-20	27	2	2	0	-2	-2
COc1ccc(OCc2cc(C(=O)N3CCCCCCC3)no2)c(Cl)c1	-35	-184	-36	-30	-45	-128	-50	-2	2	1	-30
O=C(Nc1ccccc1C(=O)N1CCCCCC1)c1cccc([N+](=O)[O-])c1	-4	11	14	19	6	-10	0	22	1	0	12
O=C(CN1C(=O)NC2(CCCCC2)C1=O)NCCc1ccc(Cl)cc1Cl	-6	6	-5	-22	55	4	17	-3	-4	x	4
CCOC(=O)c1ccccc1NC(=S)N1CCC(C(N)=O)CC1	-8	18	-24	5	x	-5	0	2	-10	2	22
Cc1ccc(CCNC(=O)C2CCC(CNc3c(N4CCC(C)CC4)c(=O)c3=O)CC2)cc1 (stereo not given)	x	-14	-12	8	16	26	-4	7	13	0	10
O=C(NNC(=O)c1ccccc1Cl)c1cccs1	-12	-77	-14	5	-15	-41	-23	0	8	-2	-2
COc1ccc(-c2nc(SCC(=O)N(CC(C)C)c3c(N)n(Cc4ccccc4)c(=O)[nH]c3=O)n[nH]2)cc1	6	-12	-12	8	-11	-12	4	51*	6	2	-5
NC(=O)COc1ccc2cc(-c3ccc(F)cc3)c(=O)oc2c1	-41	-158	-30	-18	-12	-103	-52	-6	-3	6	-26
COc1ccc(Cc2c(O)nc(SCC(=O)N3CCOCC3)[nH]c2=O)cc1	-7	9	-27	-4	1	-5	-6	-8	20	1	-16
COc1ccc(S(=O)(=O)N2CCC(C(=O)Nc3ccc(F)cc3)CC2)c2cccnc12	-4	14	-7	12	6	11	5	-1	4	3	4
Cn1c(N)c(C(=O)CSc2nnc(Cc3cccs3)n2C2CC2)c(=O)n(C)c1=O	1	6	-17	5	-14	-11	0	-4	-4	1	2
O=C(NCC1CC1)c1csc([C@@H]2O[C@H](CO)[C@H](O)[C@H](O)[C@H]2O)n1	x	13	-15	-18	-10	-7	-2	-3	17	x	-10
CCOCCn1c(CN(C)Cc2ccccc2)nc2c1c(=O)n(C)c(=O)n2C	8	7	1	3	25	8	0	7	5	0	10

Compound profiles, from the list above.
Record of `CCOC(=O)c1ccccc1NC(=S)N1CCC(C(N)=O)CC1` = MITF TRPM1 inh: -8; HIF-2a inh: 18; NR2E3 ag-1: -24; TWEAK Fn14 block: 5; Shn3 3UTR inh: x; Peg3 prom inh: -5; TROY NFkB inh: 0; TRAIL sens C8: 2; KKLEB cytotox: -10; NR2E3 ag-2: 2; CF NFkB block: 22
Record of `O=C(NNC(=O)c1ccccc1Cl)c1cccs1` = MITF TRPM1 inh: -12; HIF-2a inh: -77; NR2E3 ag-1: -14; TWEAK Fn14 block: 5; Shn3 3UTR inh: -15; Peg3 prom inh: -41; TROY NFkB inh: -23; TRAIL sens C8: 0; KKLEB cytotox: 8; NR2E3 ag-2: -2; CF NFkB block: -2
Record of `COc1ccc(-c2nc(SCC(=O)N(CC(C)C)c3c(N)n(Cc4ccccc4)c(=O)[nH]c3=O)n[nH]2)cc1` = MITF TRPM1 inh: 6; HIF-2a inh: -12; NR2E3 ag-1: -12; TWEAK Fn14 block: 8; Shn3 3UTR inh: -11; Peg3 prom inh: -12; TROY NFkB inh: 4; TRAIL sens C8: 51*; KKLEB cytotox: 6; NR2E3 ag-2: 2; CF NFkB block: -5

2 records picked at random from those above:
SMILES	MITF TRPM1 inh	HIF-2a inh	NR2E3 ag-1	TWEAK Fn14 block	Shn3 3UTR inh	Peg3 prom inh	TROY NFkB inh	TRAIL sens C8	KKLEB cytotox	NR2E3 ag-2	CF NFkB block
COc1ccc(S(=O)(=O)N2CCC(C(=O)Nc3ccc(F)cc3)CC2)c2cccnc12	-4	14	-7	12	6	11	5	-1	4	3	4
COc1ccc(-c2nc(SCC(=O)N(CC(C)C)c3c(N)n(Cc4ccccc4)c(=O)[nH]c3=O)n[nH]2)cc1	6	-12	-12	8	-11	-12	4	51*	6	2	-5
